Compound activity as filed in PubChem BioAssay.
FBPA Giardia inh: blocks Giardia fructose-bisphosphate aldolase activity; Potency, µM (titrated, usually from 59.6 µM), for the others: at the top dose activity, negative = inhibition, most hits filed as inhibitors; purified Giardia FBPA; 290,000 compounds, 0.71% hits; note: potency is the fitted concentration of half-maximal effect; % is set by controls: 0 for no effect and ±100 for the full control effect; nearly all actives have a fitted effect of over 55% in size
Target sequence (A8B2U2 whole entry, looked up): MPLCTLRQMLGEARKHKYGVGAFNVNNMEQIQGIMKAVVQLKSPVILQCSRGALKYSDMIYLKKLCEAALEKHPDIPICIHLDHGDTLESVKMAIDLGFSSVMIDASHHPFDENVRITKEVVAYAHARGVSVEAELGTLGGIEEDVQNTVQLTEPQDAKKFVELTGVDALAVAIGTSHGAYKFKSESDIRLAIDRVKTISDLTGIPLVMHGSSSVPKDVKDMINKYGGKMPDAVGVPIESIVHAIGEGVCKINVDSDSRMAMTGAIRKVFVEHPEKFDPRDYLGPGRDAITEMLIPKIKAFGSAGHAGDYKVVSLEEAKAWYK
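40 nM FBPA preincubated 10 min at RT with compound (up to 57.5 uM final), then substrate plus GAPDH/TPI/NAD/arsenate coupling and diaphorase/resazurin added. Fluorescence read after 20 min at RT, 525/598 nm.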
HCV inhibitor: blocks hepatitis C virus; Huh7.5.1 HCVcc-Cre infection, luciferase reporter, 44 h; Potency, µM (doses to about 41.8 µM), for inactives: at the highest dose activity change, negative = inhibition, most hits filed as inhibitors; 340,000 compounds, 3.4% hits; AID 651820; note: potency is the fitted concentration of half-maximal effect; % is set by controls: 0 for no effect and ±100 for the full control effect
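Compounds are dispensed onto cells plated 4 h earlier at 1,000 per well, with HCVcc-Cre virus (about 0.5 moi) added next. Following 44 h of culture, luminescent signal is measured for 15 sec after 15 min with substrate at room temperature.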
Cycloheximide cs: counter-screen for Shiga toxin inhibitors: cycloheximide protein synthesis inhibition; cell reporter, cycloheximide protein synthesis inhibition counterscreen; max response, %; 300,000 compounds, 12% hits; AID 2314; in the data active = max response mostly above about 13%, no sharp cut-off; inactive = mostly below about 14%; note: read at 38.3 µM for the half of the compounds with a filed dose; 0% is about no effect
Pf growth 96h: P. falciparum growth inhibition at 96 hour, primary screen for plastid delayed-death inhibitors; Potency, µM (titrated, usually from 28.7 µM), for the others: top-dose activity change, negative = inhibition, actives largely listed as inhibitors; 320,000 compounds, 6.9% hits; AID 504834; P. falciparum luciferase reporter growth, 96 h; note: potency is the fitted concentration of half-maximal effect; % is set by controls: 0 for no effect and ±100 for the full control effect
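Infected RBCs, 2% Hct / 0.05% parasitemia final; luciferase-reporter P. falciparum; cpd 96 h, 37 C, 5% CO2; luciferase detection reagent; luminescence.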
Shiga toxin inh: blocks Shiga toxin action in Vero cells; Vero cells, Shiga toxin protein synthesis inhibition reporter; inhibition, % at 38.7 µM; 290,000 compounds, 9.2% hits; in the data active = inhibition mostly above about 28%, no sharp cut-off; inactive = mostly below about 43%; note: 0% is about no effect
Pf growth 48h: inhibits P. falciparum growth in the first generation, 48 h; P. falciparum luciferase growth in erythrocytes, 48 h; Potency, µM (doses to about 28.7 µM), inactives show at the highest dose activity change, negative = inhibition, usual class: inhibitors; 310,000 compounds, 5.9% hits; note: potency is the fitted concentration of half-maximal effect; % is set by controls: 0 for no effect and ±100 for the full control effect
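Cell-based growth assay: transgenic P. falciparum expressing firefly luciferase, cultured in red cells within RPMI 1640 containing 0.5% w/v Albumax, 24 mM bicarbonate and gentamycin. A drop in luciferase activity indicates inhibition.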
* marks the source's active call; other numbers are inactive results; ? = inconclusive; · = not tested or not shown; & = joins results of further samples; [ ] = remark or other dose. Unless noted, calls come from the whole dose curve; as a rule, active = well fitted curve in the direction sought with a large enough effect; inconclusive = small, poorly fitted or top-dose-only effect, or another doubt; inactive = no such curve, though single readings can be large; an effect the other way counts as inactive or inconclusive.

SMILES	FBPA Giardia inh	HCV inhibitor	Cycloheximide cs	Pf growth 96h	Shiga toxin inh	Pf growth 48h
COc1ccc(C2NN=C(c3ccc(C)cc3)S2)cc1OC (stereo unspecified)	-6%	?	38*	1.9µM*	92*	351%[activator]
COc1cc(OC)cc(C2=Nn3c(nnc3-c3cccc(OC)c3)SC2)c1	8%	·	1	·	-2	·
CN1CCOc2cc(S(=O)(=O)Nc3ccc(F)cc3)ccc21	3%	?	-2	-5%	22	43%
Cc1ccc(SCC(=O)Nc2ccccc2C(=O)N2CCOCC2)cc1	0%	19%	6	-45%	3	-19%
Cc1ccc(NC(=O)c2ccc(S(=O)(=O)N3CCOCC3)cc2)cc1	·	8%	29*	-17%	42	-18%
COc1ccc(C(=O)Nc2ccc(S(=O)(=O)N3CCCCC3)cc2)cc1OC	-1%	-8%	-1	36%[activator]	-6	-21%
COc1ccc(/C=C/C(=O)C2CC2)cc1COc1c(C)cccc1C	-5%	-4%	-3	0%	20	?
Cc1cc(Br)ccc1NC(=O)CNC(=O)CN(C)C1CCS(=O)(=O)C1 (stereo unspecified)	·	8%	·	-2%	·	-7%
COc1ccc(-c2csc(C3=C(O)CN(Cc4ccc(S(N)(=O)=O)cc4)C3=N)n2)cc1OC	6%	-16%	-3	·	-20	57%[activator]
Cc1ccc(CNC(=O)CCS(=O)(=O)c2ccc3nc(C)sc3c2)cc1	4%	-7%	-2	9%	-3	-25%

Given as comma-separated lines: part of the list above
molecule,FBPA Giardia inh,HCV inhibitor,Cycloheximide cs,Pf growth 96h,Shiga toxin inh,Pf growth 48h
Cc1ccc(SCC(=O)Nc2ccccc2C(=O)N2CCOCC2)cc1,0%,19%,6,-45%,3,-19%
Cc1ccc(CNC(=O)CCS(=O)(=O)c2ccc3nc(C)sc3c2)cc1,4%,-7%,-2,9%,-3,-25%
Cc1cc(Br)ccc1NC(=O)CNC(=O)CN(C)C1CCS(=O)(=O)C1 (stereo unspecified),·,8%,·,-2%,·,-7%
CN1CCOc2cc(S(=O)(=O)Nc3ccc(F)cc3)ccc21,3%,?,-2,-5%,22,43%
COc1ccc(-c2csc(C3=C(O)CN(Cc4ccc(S(N)(=O)=O)cc4)C3=N)n2)cc1OC,6%,-16%,-3,·,-20,57%[activator]
COc1cc(OC)cc(C2=Nn3c(nnc3-c3cccc(OC)c3)SC2)c1,8%,·,1,·,-2,·

Additional results.
SMILES	FBPA Giardia inh	HCV inhibitor	Cycloheximide cs	Pf growth 96h	Shiga toxin inh	Pf growth 48h
O=C(Nc1cccc(F)c1)Nc1cnccn1	·	-3%	8	?	11	29%
CCS(=O)(=O)c1ccc(-c2cccc(NC(=O)c3ccc(Br)o3)c2)nn1	·	18%	·	2%	·	45%[activator]
O=C(COC(=O)Cn1[nH]c(=O)c2ccccc2c1=O)Nc1ncc(Cl)cc1Cl	·	2%	·	26%	·	1%
COc1ccc2[nH]c(=O)c(CNC3CCCCC3)cc2c1	0%	-11%	-5	3%	-1	-4%
CC1CN(c2ccc([N+](=O)[O-])cc2F)CCN1C(=O)c1ccco1 (stereo unspecified)	1%	·	-1	32%[activator]	-18	-8%
CC1CN(Cc2nc3ccccc3c(=O)[nH]2)CC(C)O1 (stereo unspecified)	-8%	3%	18	22%	-6	7%
CC(=O)Oc1cc(C(F)(F)F)ccc1C(=O)O	1%[21.7 µM]	·	·	6%[12.8 µM]	·	9%[12.8 µM]
CCOc1ccc(N(CC(=O)Nc2cccc(OC)c2)S(C)(=O)=O)cc1	-9%	5%	27*	-20%	29	?
Cc1cc(=O)[nH]c(N/N=C/c2c(C)nn(-c3ccccc3Cl)c2Cl)n1	-14%	?	10*	2.9µM*	47	?
COc1ccc(-c2ccc(C(=S)N3CCN(C(C)=O)CC3)o2)cc1	-17%	-21%	10	193%[activator]	33	1%
O=C(Nc1cccc(F)c1)/C(=C\c1ccco1)NC(=O)c1cccs1	-6%	-12%	-8	1%	17	1%
CCCN(CCC)C(=S)NC(=O)c1ccc(Cl)cc1Cl	-4%	·	-3	?	-11	?
C/C(=N/NC(=O)c1cc2ccccc2cc1O)c1ccco1	·	-17%	14	14%	20	?
O=C(Nc1ccc(Cl)cc1N1CCOCC1)C1CCCO1 (stereo unspecified)	1%	-1%	-3	43%[activator]	-7	28%
Cc1nn(CC(=O)NC(C)c2ccccc2)c(=O)c2ccccc12 (stereo unspecified)	6%	-29%	-4	·	2	3%
CC1CC(Nc2cccc(O)c2)=CC(=O)O1 (stereo unspecified)	-1%	9%	-3	·	24	9%
CC(OC(=O)Cc1n[nH]c(=O)c2ccccc12)C(=O)Nc1ccc(Cl)cn1 (stereo unspecified)	7%	-19%	14	12%	-15	24%
O=S(=O)(c1ccc(Cl)s1)N1CCN(c2ncccn2)CC1	7%	18%	1	·	3	-6%
CNC(=O)CNC(=O)Nc1ccc(Cl)c(Cl)c1	4%	11%	-3	41%[activator]	6	-3%
O=C(Nc1ccccc1C(=O)NCc1ccccc1)c1ccco1	-5%	?	-2	13µM*	13	-23%
COc1ccc(-c2csc3ncnc(NCCO)c23)cc1	0%	?	-4	0%	·	-17%
O=C1c2cccc3cccc(c23)C(=O)N1Cc1cccnc1	5%	0%	9	13%	-2	0%
N=C1/C(=C/c2cccn2-c2ccc([N+](=O)[O-])cc2)C(=O)N=C2SC=CN12	2%	-7%	4	106%[activator]	-16	5%
O=C(CSc1nnc(-c2ccccc2)o1)N1CCN(c2ccccc2)CC1	0%	10%	4	-4%	9	21%
CC1CCc2sc(-c3n[nH]c(=S)o3)cc2C1 (stereo unspecified)	?	16%	19*	171%[activator]	41*	225%[activator]
Cc1nnc(NC(=O)C2C3C=CC(O3)C2C(=O)O)s1 (stereo unspecified)	4%	19%	-1	56%[activator]	1	9%
CCCCOC(=O)Nc1nnc(/C=C/c2ccc(OC)cc2)s1	-3%	11%	-5	-12%	-7	32%[activator]
CN1CCCC1CCNC1C2CC3CC(C2)CC1C3 (stereo unspecified)	-12%	·	2	?	-12	19%
COC(=O)c1sccc1NC(=O)CSc1nnnn1-c1ccccc1F	8%	-24%	6	·	22	?
CC(C)(C)c1ccc(C2(C)NC(=O)NC2=O)cc1 (stereo unspecified)	-14%	-1%	-3	23%	21	3%
Cc1ccc(NCc2nnc(SCC(=O)NNC(=O)Cc3ccccc3)n2C)cc1	4%	15%	1	38%[activator]	-8	-7%
CCc1ccc2c(CN3CCc4ccccc43)cc(=O)oc2c1	-8%	-9%	-7	?	-7	?
CCOC(=O)c1sc(C)c(C(=O)NCC(C)(C)CN(C)C)c1N	3%	-1%	-3	16%	-17	26%
Cc1ccc(C2C(N)C(=O)N2c2ccc(C)cc2)cc1 (stereo unspecified)	6%	-3%	-2	?	2	-3%
CCOc1cccc(CNCCSc2nnnn2C)c1	-13%	?	4	?	11	26%
COc1ccc(S(=O)(=O)N2CCCCC2)cc1C(=O)Nc1cc(C)on1	8%	3%	-3	?	-8	-11%
COc1ccc2cnn(-c3ccc(OC(F)(F)F)cc3)c(=O)c2c1OC	6%	5%	2	11%	-7	1%
CCc1nnc(NC(=O)C2=CCN(S(=O)(=O)c3ccccc3)CC2)s1	3%	9%	-4	?	7	?
COC(=O)CCC(=O)NNC(=O)c1ccc([N+](=O)[O-])cc1	0%	17%	-4	7%	22	6%
Cn1c(=O)c(=O)n(C)c2cc(S(=O)(=O)CCC(=O)N3CCOCC3)ccc21	-5%	1%&12%	3	?	-5	36%[activator]
O=C1OC(N2CCN(C(=O)C3CCCO3)CC2)c2ccccc21 (stereo unspecified)	10%	-1%	-4	?	-9	-1%
CCOc1ccccc1N1CC(C(=O)NNC(=O)c2cc(OC)c(OC)c(OC)c2)CC1=O (stereo unspecified)	·	11%	·	-21%	·	-9%
O=C(CCN1C(=O)c2ccccc2C1=O)C1=NN[C@@H]2C(=O)N(c3cccc(F)c3)C(=O)[C@H]12	4%	3%	-3	7%	-6	4%
CCOC(=O)c1ccc(NC(=O)NCCc2ccccc2OC)cc1	-4%	-24%	11	?	33	?
CCCC(=O)Oc1cccc(C2NC(=O)c3ccccc3O2)c1 (stereo unspecified)	2%	2%	0	?	·	20%
COC(=O)C1C(=O)c2c([nH]c(C(=O)OCCSC)c2C)CC1C (stereo unspecified)	-14%	?	52*	3.7µM*	58*	·
Cc1ccc(NC(=O)/C(C#N)=C/c2ccc(C)s2)c(C)c1	2%	3%	40*	5%	53	·
O=C(COc1ccccc1)N1CCN(S(=O)(=O)Cc2ccccc2)CC1	5%	4%	-3	?	-17	1%
CCOCCCn1c(=NC(=O)c2ccc(OC)c(OC)c2)c(C#N)cc2c(=O)n3cccc(C)c3nc21	1%	-25%	-1	·	-11	2.3µM*
CSc1ccccc1NC(=O)CN(C)C(=O)c1ccc2c(c1)OCCO2	·	13%	6	48%[activator]	42	28%

The listing continues:
SMILES	FBPA Giardia inh	HCV inhibitor	Cycloheximide cs	Pf growth 96h	Shiga toxin inh	Pf growth 48h
CCOc1ccc(S(=O)(=O)N2CCC(C(=O)N3CCOCC3)CC2)cc1C	13%	-2%	-2	-1%	-2	9%
CCCS(=O)(=O)N1CCC(C(=O)Oc2ccc(OC)cc2)CC1	-5%	14%	1	?	-3	?
Cc1ccc(S(=O)(=O)NCc2ccccc2)cc1C(=O)N1CCN(S(=O)(=O)c2ccccc2)CC1	·	-1%	·	?	·	?
COCCNC(=O)COC(=O)c1nsc(Cl)c1Cl	0%	5%	-2	-8%	-16	24%
Cc1ccc(C(=O)Nc2ccccc2SCC2CSc3nc4ccccc4c(=O)n32)cc1 (stereo unspecified)	2%	-9%	-3	?	7	?
CCN(c1cccc(C)c1)C(C(=O)Nc1ccc(OC)cc1)c1cc2c(cc1[N+](=O)[O-])OCO2 (stereo unspecified)	-28%	-4%	11*	?	22	-5%
O=C(O)CCC(NC(=O)C(Cc1ccc2c(c1)OCO2)NC(=O)c1ccccc1)C(=O)O (stereo unspecified)	2%	-19%	-3	·	-10	11%
Cc1cc(C)nc(-n2c(C)nc3cc(Cl)ccc3c2=O)c1	1%	-13%	9	38%[activator]	12	·
CCC(Sc1ccc2nnc(-c3ccc(F)cc3)n2n1)C(=O)OC (stereo unspecified)	1%	-3%	-5	-12%	-5	?
COc1cccc(-c2nnc(-c3ccc(C(F)(F)F)cc3)o2)c1	0%	10%	27*	220%[activator]	49*	246%[activator]
CC(Sc1nnc(COc2ccc([N+](=O)[O-])cc2)n1-c1ccccc1)C(=O)O (stereo unspecified)	17%	17%	-1	9.3µM*	7	-3%
CCN(CC)CCNC(=O)c1cn(C)c2ccc(S(=O)(=O)N(C)C3CCCCC3)cc2c1=O	7%	-4%	-7	5%	-12	·
Cc1c(NC(=O)c2ccc(Cl)nc2)cccc1-c1nc2cccnc2s1	4%	?	-1	?	7	?
Cc1cc(C)cc(-n2nnc(C(=O)NCc3ccco3)c2N)c1	-5%	-2%	8	?	13	-21%
O=C(COC(=O)CCNS(=O)(=O)c1ccccc1)NNC(=O)c1ccccc1	·	-3%	·	2%	·	56%[activator]
O=C(c1cccnc1)N1c2ccccc2Sc2ccccc21	-2%	-16%	-8	-28%	-22	?
Cc1ccc(S(=O)(=O)N(C)C)cc1NC(=O)COC(=O)C1COc2ccccc2O1 (stereo unspecified)	3%	-11%	-2	26%	-6	-7%
O=C(N/N=C/c1cccc(Br)c1)c1ccc(N2CCCC2=O)cc1	6%	?	-6	11%	19	-17%
O=c1c2ccccc2nc(SCc2ccc([N+](=O)[O-])cc2)n1CCCO	-1%	?	-2	-96%	-4	-19%
O=C(COC(=O)C1CC1)Nc1ccc(Cl)cc1Cl	·	10%	·	-16%	·	11%
Cc1nnc(SCC(=O)N2CCCCC2)s1	3%	?	18*	·	34*	27%
O=C(CCC1CCCN(Cc2cccc3c2OCO3)C1)NCc1ccc(F)c(F)c1 (stereo unspecified)	2%	-25%	-1	8%	-9	-22%
